D1 antag – blocks dopamine activation of the human D1 receptor; P21728; HEK293 TREx D1 cells, calcium flux, dopamine EC80; active compounds read low; activity change, negative = inhibition, % at 10 µM; 360,000 tested, 3.2% active; AID 504652; in the data active means activity change below about -30%; further: on the % scale 0 is the no-effect control and ±100 the full control effect
Target sequence (P21728 whole entry, looked up): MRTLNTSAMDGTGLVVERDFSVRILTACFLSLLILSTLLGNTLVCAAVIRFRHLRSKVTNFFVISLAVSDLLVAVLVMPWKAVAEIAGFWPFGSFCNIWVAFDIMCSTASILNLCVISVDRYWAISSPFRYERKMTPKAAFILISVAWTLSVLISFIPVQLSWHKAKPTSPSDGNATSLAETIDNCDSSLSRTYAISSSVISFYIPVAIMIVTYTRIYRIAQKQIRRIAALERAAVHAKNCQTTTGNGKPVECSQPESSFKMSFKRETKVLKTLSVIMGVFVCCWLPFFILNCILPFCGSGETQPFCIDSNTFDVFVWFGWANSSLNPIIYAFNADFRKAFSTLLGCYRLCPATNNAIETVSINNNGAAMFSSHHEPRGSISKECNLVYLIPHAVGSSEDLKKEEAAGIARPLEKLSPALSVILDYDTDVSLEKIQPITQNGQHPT
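HEK293 T-REx cells expressing inducible, force-coupled D1 receptor; no-wash Ca dye, 30–90 min RT. Cmpd → 180 s read at 1 Hz → EC80 DA → 180 s read.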
TRHR PAM – TRH receptor (human) allosteric enhancement; TRHR cells, fluo-8 calcium fluorescence, EC20 TRH enhancement; enhancement, % at 2 µM; 360,000 tested, 0.66% active; AID 493056; in the data active means enhancement above about 30%; further: 0% is about no effect
Target sequence (P34981 whole entry, looked up): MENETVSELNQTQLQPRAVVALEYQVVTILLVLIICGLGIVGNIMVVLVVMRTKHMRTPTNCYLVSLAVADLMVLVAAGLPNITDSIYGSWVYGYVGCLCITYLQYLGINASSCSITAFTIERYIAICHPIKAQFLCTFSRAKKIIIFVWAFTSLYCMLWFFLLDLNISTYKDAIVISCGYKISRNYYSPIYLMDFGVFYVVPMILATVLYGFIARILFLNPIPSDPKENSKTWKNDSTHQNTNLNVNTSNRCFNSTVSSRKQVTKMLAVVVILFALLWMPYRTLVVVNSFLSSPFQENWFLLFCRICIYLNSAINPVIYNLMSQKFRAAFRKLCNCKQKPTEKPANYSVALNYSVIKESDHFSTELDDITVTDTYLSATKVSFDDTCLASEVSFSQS
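Enhancer read-out: after compound pinning and an initial kinetic agonist-mode read, an EC20 of TRH (10 nM final) was injected and fluo-8 calcium signal (Ex 480/Em 530) followed at 1 s/cycle for 100 cycles in TRHR-expressing cells.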
TRHR ag – agonists of human TRH receptor. P34981. TRHR cells, calcium flux fluo-8, FDSS agonist mode. activation, % at 2 µM. 360,000 tested, 0.18% active. AID 493084; in the data active means activation above about 30%; further: 0% is about no effect
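Fluo-8-loaded TRHR cells; 10 s baseline, compound added, kinetic Ca2+ fluorescence read 1/s, agonist mode.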
RXFP1 ag – activates the human relaxin receptor RXFP1 | Q9HBX9 | HEK293T-RXFP1 cAMP TR-FRET, 30 min; response scale: percent of porcine relaxin response, buffer zero | Potency, µM (top dose mostly 57.5 µM), inactives show top-dose activation, usual class: activators | 370,000 tested, 0.3% active | AID 2676; further: potency means the concentration at half of the fitted maximal effect; on the % scale 0 is the no-effect control and ±100 the full control effect; nearly all actives have a fitted effect of over 60% in size; many of its hits are not listed in these tables
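Agonist response is measured as cAMP accumulation in an RXFP1-transfected HEK293T line under PDE4 inhibition. Values are scaled between buffer-only and 29 nM porcine relaxin, and EC50s come from standard Hill equation fits.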
D1 PAM – potentiators of human D1 dopamine receptor. P21728. HEK293 TREx D1 cells, calcium flux, dopamine EC20 potentiation. potentiation, % at 10 µM. 360,000 tested, 0.036% active; in the data active means potentiation above about 30%; further: 0% is about no effect
Anesthetic bind – binds horse apoferritin like a general anesthetic; P02791; apoferritin/1-aminoanthracene competitive binding, fluorescence; Potency, µM (series often up to 77.5 µM), for inactives: at the highest dose activity change, negative = displacement, hits mostly inhibitors; 350,000 tested, 0.074% active; AID 485281; further: potency means the concentration at half of the fitted maximal effect; on the % scale 0 is the no-effect control and ±100 the full control effect; nearly all actives have a fitted effect of over 20% in size
Target sequence (P02791 2-175 limits assumed): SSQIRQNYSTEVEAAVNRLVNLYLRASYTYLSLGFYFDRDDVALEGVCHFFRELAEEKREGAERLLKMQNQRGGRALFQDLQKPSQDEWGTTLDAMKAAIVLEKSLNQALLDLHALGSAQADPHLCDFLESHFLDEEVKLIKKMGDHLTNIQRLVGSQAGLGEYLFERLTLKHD
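Probe: 1-aminoanthracene (50% saturated, PBS). Protein: horse-spleen apoferritin, 10 uM. Incubation: 10 min, room temperature. Detection: 380 nm excitation, 535 nm emission. Analysis: normalized response, four-parameter Hill.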
RXFP1 antagonist – RXFP1 (human) relaxin receptor antagonism. activity change, negative = inhibition, % at 57.5 µM. HEK293-RXFP1, relaxin-stimulated cAMP HTRF, 30 min; active compounds read low. 350,000 tested, 0.59% active. Q9HBX9;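 active means activity change of -60% or lower, but not beyond a set lower limit; inconclusive means change between -60% and -40%, or beyond the set limit; inactive means change above -40%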; further: on the % scale 0 is the no-effect control and ±100 the full control effect
D2 potentiator – positive allosteric modulators of human D2 dopamine receptor | potentiation, % at 10 µM | HEK293 T-REx D2, calcium flux, EC20 dopamine potentiation | 340,000 tested, 0.34% active | AID 485347;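 active means potentiation over 3 SD above the plate norm, cut at about 30% in these data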; further: 0% is about no effect
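Using a no-wash calcium dye in inducible, force-coupled HEK293 Trex cells expressing D2, we tracked fluorescence each second for 180 s after compound, then for 180 s after EC20 dopamine to detect augmented signalling.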
D1 ag – agonists of human D1 dopamine receptor; HEK293 T-REx D1 cells, calcium flux, agonist mode; activation, % at 2 µM; 360,000 tested, 1% active; AID 504660; in the data active means activation above about 30%; further: 0% is about no effect
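Inducible HEK293 T-REx D1 cells, force-coupled to calcium signalling, were plated at 4000 cells/well with tetracycline and held overnight at 30 C. After no-wash calcium dye loading, compound-evoked calcium rise over 180 s flagged agonists.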
The depositor's hits bear a star; ? = inconclusive; . = not tested or not shown; [ ] = remark or other dose. Unless noted, the call rests on the fitted dose curve; in most records, active means well fitted curve in the direction sought with a large enough effect; inconclusive means small, poorly fitted or top-dose-only effect, or another doubt; inactive means no such curve, though single readings can be large; an effect the other way counts as inactive or inconclusive. Only part of the results is shown (hit frequency here may not be typical).

mol,D1 antag,TRHR PAM,TRHR ag,RXFP1 ag,D1 PAM,Anesthetic bind,RXFP1 antagonist,D2 potentiator,D1 ag
CCN(C(=O)COc1ncnc2scc(-c3ccc(F)cc3)c12)C1CCS(=O)(=O)C1 (stereo unspecified),-0.7,-3.1,0.2,1.3%,-0.1,-22.7%,-2.0,10.9,0.7
N#Cc1cnn2ccc(-c3cc(N4CCOCC4)ccc3[N+](=O)[O-])nc12,-4.2,-0.2,0.0,-0.9%,-3.2,-23.8%,-23.5,1.7,5.2
Cc1cc(NC(=O)CSc2nc(-c3ccccc3Cl)nc3c2c(=O)n(C)c(=O)n3C)no1,-6.9,1.1,-0.3,8.6%,6.2,-1.7%,-10.5,6.7,0.1
CC1(C)CC(NC(=S)NC(=O)c2cc(Br)ccc2Cl)CC(C)(C)N1,7.5,8.1,0.0,0.5%,-8.8,.,0.4,4.5,6.0
CC1CCN(CCCNC(=O)c2n[nH]c(=O)c3ccccc23)CC1,-22.9,2.0,-0.5,0.1%,-4.5,-12.1%,-1.6,-12.6,1.3
CCCCCCCCCCCCOC(=O)C[N+](C)(C)C,-34.6*,-7.6,0.2,5.8%,4.7,?,8.8,10.7,43.5*
COc1cccc(C2CC(c3cccc(Br)c3)n3ncnc3N2)c1 (stereo unspecified),-56.5*,-3.2,0.8,5.1%,-4.0,0.6%,.,9.9,0.9
CCOC(=O)c1cc(-c2cc3ccccc3o2)n[nH]1,-19.4,3.7,3.6,-1.0%,-6.3,-2.6%,2.4,4.1,0.8
COc1ccc(-c2nnc3sc(C4CCCCC4)nn23)cc1OC,-1.5,2.3,-0.6,5.3%,-4.2,-3.0%,0.1,5.7,0.1
O=c1[nH]c2cc3c(cc2cc1CN(Cc1cccnc1)C(=S)NCc1ccco1)OCCO3,-4.5,0.8,-1.5,0.7%,0.8,-10.8%,-1.9,7.7,4.3
COc1ccc2c(=O)cc(C(F)(F)C(F)(F)F)oc2c1,-5.4,8.7,2.0,-0.3%,1.1,-0.8%,29.8,4.0,1.4
COc1ccc(NC(=O)CSc2nc(C)cc(C(F)(F)F)n2)cc1,9.9,2.4,-0.5,0.7%,-5.5,-15.8%,1.6,-11.0,-2.7
COc1ccc2oc(=O)c(C(=O)NCCc3c(C)[nH]c4ccc(Br)cc34)cc2c1,-0.1,13.1,0.3,-1.3%,-3.5,-0.6%,.,3.6,-0.7
C/C(CC(=O)Nc1ccccn1)=N\NC(=O)c1cnccn1,5.5,-0.1,-0.1,0.3%,-3.6,5.6%,4.3,-1.8,3.2
CC(C)C[C@H](NC(=O)c1[nH]cnc1C(=O)N[C@@H](C)C(=O)OC(C)(C)C)C(=O)OC(C)(C)C,8.5,3.9,-0.1,0.0%,-2.4,-11.7%,.,-8.7,1.3
O=C(NC(Cc1ccccc1)C(=O)O)/C(=C\c1ccco1)NC(=O)c1ccco1 (stereo unspecified),0.9,-7.7,-0.1,-0.3%,-1.0,-8.1%,-16.6,14.0,4.0
COc1cccc(CCNC(=O)c2cnc3sc(N4CCCC4)nn3c2=O)c1,7.4,-1.0,-0.2,3.5%,-4.0,-4.3%,-5.6,-2.4,1.9
Cc1ccc(C)c(OCC(=O)N/N=C/c2c(C)nn(-c3ccccc3)c2Cl)c1C,-0.6,-8.2,-1.2,0.1%,-3.4,-9.8%,5.9,-4.7,-1.3
CC(C)c1ccc(NC(=O)COC(=O)CCC(=O)c2cccs2)cc1,0.9,-5.1,-0.3,2.1%,-2.7,?,0.2,-4.2,4.1
C/C=C/Cn1c(SCc2ccc(C)cc2)nc2c1c(=O)[nH]c(=O)n2C,1.6,3.6,0.4,2.9%,-3.2,-10.5%,-4.8,14.5,-0.2

The listing continues:
mol,D1 antag,TRHR PAM,TRHR ag,RXFP1 ag,D1 PAM,Anesthetic bind,RXFP1 antagonist,D2 potentiator,D1 ag
COc1ccc2c(c1)C(=O)N(c1ccc(C)cc1C)C(=O)C2(C)C,2.9,3.7,-1.7,2.5%,7.3,-23.1%,3.0,5.8,1.7
CCOc1ccc(NC(=O)CN2C(=O)C(c3ccccc3)=NC23CCCCCC3)cc1,-22.0,1.6,-1.6,-0.5%,-4.5,?,-8.1,7.3,0.4
Cc1ccc(OCCn2nnc3sc4c(c3c2=O)CCC(C(C)(C)C)C4)cc1 (stereo unspecified),-0.8,1.7,1.2,0.1%,6.0,-16.3%,-0.1,-3.2,-0.4
O=C(Nc1ccon1)c1csc2ccccc12,-7.1,-0.7,-0.3,0.5%,-8.1,?,2.0,-13.1,-0.1
CC(=O)NC1C(OC(=O)/C=C/c2ccccc2)OC(COC(C)=O)C(OC(C)=O)C1OC(C)=O (stereo unspecified),1.7,-3.3,0.0,-1.4%,-0.6,-7.5%,5.8,7.8,3.3
CCc1nc(N[C@@H](CC(C)C)C(=O)O)c2oc3ccccc3c2n1,-10.4,1.7,-0.8,-1.5%,-2.3,-6.8%,-3.3,11.6,-1.0
COc1ccc(-c2noc(C(C)NS(=O)(=O)c3ccc(NC(C)=O)cc3)n2)cc1 (stereo unspecified),-13.1,-1.8,-0.3,-3.0%,-5.7,-2.2%,4.3,9.9,0.5
Cc1ccccc1OCCC(=O)N1CCN(S(=O)(=O)c2ccc(F)cc2)CC1,8.6,-2.1,-0.2,-0.9%,1.6,-16.4%,-0.1,11.3,3.9
Cc1c(S(=O)(=O)N2CCC(C)CC2)c(=O)n(C)c(=O)n1C,18.8,-6.7,-0.8,-0.3%,-0.5,.,2.7,-6.0,0.7
CCN(CC)S(=O)(=O)c1cccc(C(=O)NC2=NCCS2)c1,-12.9,4.5,0.1,7.1%,-6.6,-6.9%,6.8,-5.4,2.4
COC(=O)c1ccc(CSc2nnnn2C)o1,3.1,8.7,-0.4,0.8%,2.8,-8.2%,-10.1,9.0,2.6
Cc1c(C=O)c2ccccc2n1CC(=O)N1CCc2ccccc2C1,-3.5,0.3,0.7,0.2%,12.3,-4.4%,0.1,-2.7,12.0
COC(=O)c1sc(N2CCN(c3ccc(Cl)cc3)CC2)nc1N,-11.5,2.8,-0.2,-0.8%,0.0,-8.8%,-26.3,4.7,0.2
CCN1CCSc2ccc(C(=O)NCc3ccc(OC)cc3)cc21,-6.5,11.2,-1.7,14.8%,-2.1,35.8%[activator],0.8,-0.2,0.2
CC12C(=O)N(c3nccs3)C(=O)C1C1C=CC2C1 (stereo unspecified),-0.3,7.4,1.9,0.0%,-1.8,5.2%,-0.6,.,1.2
O=C(C1CCN(Cc2ccc(OCc3ccccc3)cc2)CC1)N1CCCC1,0.6,2.3,-0.2,-0.5%,1.1,-14.6%,1.0,0.2,14.3
Cc1ccc(C(=O)COC(=O)c2cnccn2)cc1[N+](=O)[O-],-8.7,-2.4,0.4,2.6%,-2.3,-12.0%,12.0,-4.3,0.2
COCc1cc(C)nc(Nc2ccc(C)cc2C)c1C#N,2.7,-7.6,1.3,27.0%,-3.4,-0.4%,-4.5,-8.5,0.3
Cc1cc(O)c(C2(O)C(=O)Nc3ccccc32)cc1C (stereo unspecified),8.8,-7.6,3.0,0.0%,0.2,-9.6%,-0.8,-4.8,1.1
O=C(CN1CCCN(Cc2ccc(F)cc2Cl)C1=O)NCc1ccccc1,-6.0,-2.2,0.3,0.1%,-2.1,4.7%,3.8,-6.7,2.0

Ordered by value in D1 PAM (smallest number first): three from the list above
SMILES	D1 antag	TRHR PAM	TRHR ag	RXFP1 ag	D1 PAM	RXFP1 antagonist	D2 potentiator	D1 ag
COc1cccc(CCNC(=O)c2cnc3sc(N4CCCC4)nn3c2=O)c1	7.4	-1.0	-0.2	3.5%	-4.0	-5.6	-2.4	1.9
C/C=C/Cn1c(SCc2ccc(C)cc2)nc2c1c(=O)[nH]c(=O)n2C	1.6	3.6	0.4	2.9%	-3.2	-4.8	14.5	-0.2
CCN1CCSc2ccc(C(=O)NCc3ccc(OC)cc3)cc21	-6.5	11.2	-1.7	14.8%	-2.1	0.8	-0.2	0.2

Other entries follow.
SMILES,D1 antag,TRHR PAM,TRHR ag,RXFP1 ag,D1 PAM,Anesthetic bind,RXFP1 antagonist,D2 potentiator,D1 ag
COc1ccc(NC(=O)CCC(=O)c2cccs2)cc1Cl,-3.2,10.9,-0.1,1.0%,-0.1,2.9%,0.3,6.5,2.2
C=C(C)CN=C1NN=C(c2cc(C)n(-c3ccc(C)cc3)c2C)CS1,-5.1,-1.7,-0.6,-0.3%,-1.9,1.0%,0.4,3.4,1.6
COc1ccc(/C=C2/C(=O)N=C(N)N2C)cc1OC,.,-1.0,3.3,1.3%,-3.4,-22.7%,-9.2,-5.5,1.9
CCOC(=O)Cn1c(=O)c2c(nc3n2CCCN3CCc2ccccc2)n(C)c1=O,-2.5,-9.2,-0.5,1.3%,-3.5,-9.3%,-8.7,4.6,1.3
Nn1cc(-c2ccccc2)nc1SCC(=O)Nc1cccc(S(N)(=O)=O)c1,4.6,0.7,-0.7,-0.6%,0.5,-13.1%,-9.8,10.3,2.2
Cc1ccc(S(=O)(=O)N2[C@@H](c3ccc(Cl)cc3)C(C(=O)O)=CC[C@H]2c2cccc(C)c2)cc1,4.7,1.5,-0.3,0.7%,-1.4,.,.,.,-1.2
Cc1ccc(-c2noc(C3CCCN(C(=O)c4ccc(C(C)(C)C)cc4)C3)n2)o1 (stereo unspecified),-11.2,2.4,0.0,0.6%,-6.0,-0.1%,-14.8,5.2,6.3
O=C(Nc1ccc(Cl)c(Cl)c1)C1CC(=O)N(c2ccc(Br)cc2)C1 (stereo unspecified),-24.2,9.3,-0.3,1.0%,-9.5,-4.4%,-10.6,.,19.8
CCCCN(C(=O)c1ccccc1F)c1c(N)n(CCC)c(=O)[nH]c1=O,-0.8,13.7,0.3,0.4%,0.1,-2.0%,4.0,-6.5,0.9
CC(=O)Oc1ccc(C(=O)c2ccccc2)c(OC(C)=O)c1,8.6,0.7,-0.2,-2.1%,3.2,-8.8%,1.0,-2.8,-0.7
